TDP1 block = TDP1 (human) enzyme inhibition; Potency, µM (highest dose often 130 µM), for the others: top-dose activity change, negative = inhibition, actives largely listed as inhibitors; recombinant TDP1, AlphaScreen DNA substrate cleavage; 0.28% of 350,000 active; AID 485290; Q9NUW8; note: nearly all actives have a fitted effect of over 40% in size
Target sequence (Q9NUW8 whole entry, looked up): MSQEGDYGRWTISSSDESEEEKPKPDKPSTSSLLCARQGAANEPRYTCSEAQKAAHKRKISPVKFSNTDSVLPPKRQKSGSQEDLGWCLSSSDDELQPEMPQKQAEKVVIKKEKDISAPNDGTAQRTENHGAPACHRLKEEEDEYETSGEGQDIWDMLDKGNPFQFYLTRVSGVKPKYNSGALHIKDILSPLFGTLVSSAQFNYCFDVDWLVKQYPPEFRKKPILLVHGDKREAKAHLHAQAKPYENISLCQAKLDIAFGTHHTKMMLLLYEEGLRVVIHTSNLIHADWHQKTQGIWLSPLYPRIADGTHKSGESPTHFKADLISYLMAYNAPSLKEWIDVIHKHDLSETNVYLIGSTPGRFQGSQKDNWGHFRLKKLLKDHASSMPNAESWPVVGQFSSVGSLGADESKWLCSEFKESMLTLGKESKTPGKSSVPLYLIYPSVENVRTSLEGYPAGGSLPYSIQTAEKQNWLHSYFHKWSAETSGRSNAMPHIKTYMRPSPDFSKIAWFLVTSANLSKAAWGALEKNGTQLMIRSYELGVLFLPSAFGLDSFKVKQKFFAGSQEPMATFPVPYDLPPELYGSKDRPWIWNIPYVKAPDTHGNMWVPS
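Recombinant E. coli-expressed Tdp1 (1 nM) preincubated with compound 15 min at RT, then 5'-biotin/3'-phosphotyrosine-FITC DNA substrate (15 nM) added for 5 min. AlphaScreen beads (10 ug/ml) added, 10 min RT; tyrosine-FITC cleavage read as signal loss.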
TDP1 cell CPT = DT40-hTDP1 cell growth loss with CPT | chicken DT40 Tdp1-/-;hTDP1 cells + 20 nM CPT, ATP luminescence, 48 h | Potency, µM (titrated, usually from 46.2 µM), without a hit: at the highest dose activity change, negative = growth inhibition, usual class: inhibitors | 12% of 420,000 active; note: nearly all actives have a fitted effect of over 55% in size
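Chicken DT40 Tdp1-/- cells complemented with human TDP1, 400 cells/well, exposed to compounds plus 20 nM camptothecin for at least 48 h at 37 C; viability read as ATP content by CellTiter-Glo luminescence.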
TDP1 cell noCPT = qHTS for Inhibitors of human tyrosyl-DNA phosphodiesterase 1 (TDP1): qHTS in cells in absence of CPT; DT40 Tdp1-/- hTDP1 cells, no CPT, ATP luminescence, 48 h; Potency, µM (top dose mostly 46.2 µM), for inactives: at the top dose activity change, negative = growth inhibition, actives largely listed as inhibitors; 15% of 420,000 active; AID 686978, 2013; note: nearly all actives have a fitted effect of over 55% in size
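A cellular qHTS used chicken DT40 cells lacking endogenous Tdp1 but carrying stably transfected human TDP1. Compounds were applied without camptothecin, and cell growth kinetics were judged by ATP-dependent luminescence after ≥48 hr.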
Active calls of the source: *; ? = inconclusive; nt = not tested or not shown; & = joins results of further samples; [ ] = remark or other dose. Calls come from the whole dose curve; as a rule, active = well fitted curve in the direction sought with a large enough effect; inconclusive = small, poorly fitted or top-dose-only effect, or another doubt; inactive = no such curve, though single readings can be large; an effect the other way counts as inactive or inconclusive. % is set by controls: 0 for no effect and ±100 for the full control effect; potency is the fitted concentration of half-maximal effect.

Order of results – TDP1 block, TDP1 cell noCPT, TDP1 cell CPT
O=C(c1cc(-c2ccccc2)on1)N1CCc2ccccc2C1
 : 6%, ?, -12%
O=C(CSc1nc(=O)[nH]c2c1CCCC2)Nc1ccccc1C(F)(F)F
 : 3%, ?, ?
Cc1cc(C)c(C)c(OCC(=O)Nc2ccc(S(=O)(=O)Nc3nc(C)cc(C)n3)cc2)c1
 : nt, 0%, -4%
COc1ccc(-n2ncc3c2CC(C)(C)CC3NC(=O)CCCN2CCCC2=O)cc1 (configuration not stated)
 : 6%, 11%, 0%
CSc1cc(C)c(OCC(=O)Nc2c(C)nn(C)c2C)c(C)c1
 : 2%, ?, 15µM*
CCOc1ccccc1/C=C(\C#N)C(=O)NC1CC1
 : nt, -18%, -19%
S=C(c1cccs1)N1CCCC1
 : 1%, -8%, -6%
O=C(Nc1ccc(Br)cn1)c1ccc(Cl)s1
 : 6%, 18µM*, ?
C#CCn1c(=NC(=O)c2cc(-c3cccs3)nc3ccccc23)sc2cc(S(N)(=O)=O)ccc21
 : -2%, ?, ?
COc1cccc(N2C(=O)C3CCCN3C2c2cccs2)c1 (configuration not stated)
 : -8%, -17%, -18%
O=C1CCC(C(=O)O)N1 (configuration not stated)
 : nt, 4%, 1%
CCOc1ccc(C(=O)OCC(=O)NC2CCCCCCC2)cc1
 : 0%, ?, ?
CN(CC(=O)Nc1cccc(F)c1)C(=O)c1ccc(-c2cccc(C(F)(F)F)c2)o1
 : nt, ?, ?
Cc1ccc(NC(=O)C2CC(=O)N/C(=N/NC(=O)c3ccc(C)cc3)S2)cc1 (configuration not stated)
 : 8%, -2%, -9%
CCNC(=O)NC(=O)CN(C)c1ccccc1
 : -5%, -10%, 0%
COc1ccc(-c2noc(CNC(=O)c3ccoc3C)n2)cc1
 : 10%, -24%, -18%
COc1ccccc1OCC(=O)NCc1ccco1
 : -1%, -3%, -21%
CCCCNC(=O)C(NC(=O)c1cccc(C(F)(F)F)c1)C(=O)c1ccccc1 (configuration not stated)
 : nt, -2%, -4%
O=C(CSc1nc(-c2ccccc2)cc(=O)[nH]1)Nc1ccc(F)c(F)c1
 : nt, 3%, -10%
Cc1cc(C)cc(NC(=S)N2CCN(c3ccc(F)cc3)CC2)c1
 : 5%, -9%, -20%
Cc1ccc(C)c(NC(=S)N2CCN(CCO)CC2)c1
 : 0%, 0%, -11%
O=c1oc2ccccc2c2c1nc(C(F)(F)F)n2-c1ccccc1
 : -4%, 1%, 22%
COc1ccc(-c2ccc3c(c2)O[C@@H](CN(C)C(=O)c2ccccc2F)[C@@H](C)CN([C@@H](C)CO)S3(=O)=O)cc1
 : nt, ?, ?
Nc1c(Br)cc(Br)c2c1[nH]c(=O)c1ccccc12
 : nt, ?, ?
Cc1cccc(CNC(=O)c2cccc(NC(=O)N3CCSc4ncccc43)c2)c1
 : 8%, ?, 15µM*
COc1ccc(Cn2cc(C(=O)c3ccccc3)c(=O)c3cc(OC)ccc32)cc1
 : 1%, -10%, 3%
CCn1c(CNC(=O)COc2ccc(C(C)C)cc2)nnc1SCC(=O)Nc1ccccc1C(C)C
 : 2%, 16µM*, 16µM*
CCOC(=O)c1c(NC(=O)c2cc(C)on2)c2cc([N+](=O)[O-])ccc2n1C
 : 3%, 9%, 8%
CC(NC(=O)COC(=O)c1cc(Cl)ccc1O)C1CC2CCC1C2 (configuration not stated)
 : 1%, -16%, ?
CCOC(=O)CSc1nnc(CNC(=O)c2cccc(C)c2)n1-c1ccccc1OC
 : -2%, -18%, 0%
O=C1C(O)=C(O)C(=O)C(O)=C1O
 : nt, -17%, -6%
CC1CCCCN1S(=O)(=O)c1ccc(-n2cnnn2)cc1 (configuration not stated)
 : -3%[0.0935 µM], -1%, 2%
CSc1nsc(SCC(=O)Nc2ccccn2)n1
 : 0%, 6%, 1%
Cc1ccc2nc(Cl)c3cc(C(=O)NC4CCCCC4)sc3c2c1
 : -1%, -22%, 9%
Cc1cccc(N(CC(=O)NC(C)c2ccccc2)S(=O)(=O)c2ccccc2)c1C (configuration not stated)
 : nt, ?, ?
CSc1ccccc1NC(=O)CSc1nnc(CNC(=O)c2ccccc2F)n1C
 : -5%[0.0935 µM], -7%, 1%
CCOC(=O)c1c(C)nc2c(c1-c1ccccc1)C(=O)CCC2
 : 3%, ?, 0%
COc1cc2c(cc1OC)C(c1ccc(Br)cc1)N(C(=O)c1ccccc1C(=O)O)CC2 (configuration not stated)
 : 7%, 23%, -18%
CCc1nnc(N/N=C/c2cccs2)n1N
 : 8%, ?, 26µM*
COc1ccc2c(COC(=O)c3n[nH]c4ccccc34)cc(=O)oc2c1
 : 5%, 21µM*, ?
Cc1ccc(C)n1-c1ccncc1
 : 3%, -25%, -17%
CNC(=O)c1ccc(NC(=O)CCNC(=O)Nc2ccccc2)cc1
 : -11%, -4%, 17%
CCCCN1C2CCCC1CC(NC(=O)c1cccc(Cl)c1)C2 (configuration not stated)
 : nt, 23µM*, ?
FC(F)(F)c1ccc(-c2nc3ccccc3s2)cc1
 : nt, -3%, -13%
COc1ccc(NC(=O)C2CCN(S(=O)(=O)c3cn(C)nc3C)CC2)cc1
 : -2%, -12%, -8%
Cc1c(C(=O)Nc2ccc(S(=O)(=O)N(C)C3CCN(C)CC3)cc2)oc2ccccc12
 : 1%, 18µM*, 21µM*
CN(NC(=O)c1ccco1)c1nc2ccccc2nc1C(F)(F)F
 : 0%, -1%, -9%
CN(C)S(=O)(=O)c1ccc(NC(=O)N2CCN(c3ccccc3)CC2)cc1
 : 2%, -8%, -23%
O=C(NC(=S)/C(=C1\CCCCCN1)[N+](=O)[O-])c1ccccc1
 : 3%, 3%, -1%
Cc1nnc(SCC(=O)Nc2cccc(S(N)(=O)=O)c2)n1-c1ccccc1
 : nt, 7%, 4%

Next part
Order of results – TDP1 block, TDP1 cell noCPT, TDP1 cell CPT
CC(NC(=O)Nc1ccc2c(c1)OCO2)c1ccncc1 (configuration not stated)
 : -5%, 1%, 12%
CCOc1ccc(N2CC(C(=O)NCc3ccc4c(c3)OCO4)CC2=O)cc1 (configuration not stated)
 : nt, 0%, -2%
CCOC(=O)[C@]12CCC=C1N(Cc1ccco1)C(=O)[C@H](CC(=O)NCc1cccc(C(F)(F)F)c1)C2
 : nt, 26µM*, ?
COCCNC(=S)N(CCN(C)C)Cc1cc2cc3c(cc2[nH]c1=O)OCO3
 : nt, 1%, 0%
CCOC(=O)CSc1nnc(Cn2c(=O)sc3ccccc32)n1C
 : 3%, 5%, 17%
O=C(COc1ccc([N+](=O)[O-])cc1)Nc1ccccc1C(=O)NC1CC1
 : 5%, -1%, 14%
O=C(c1ccc2c(c1)OCO2)N1CCCc2ccccc21
 : 5%, ?, ?
COc1ccc(C(CC(=O)O)NC(=O)COc2ccc(C)cc2)cc1OC (configuration not stated)
 : 3%, 10%, 0%
Cc1cccc(CSc2nc3sc(C)c(C)c3c(=O)n2Cc2ccco2)c1
 : 5%, 1%, -10%
C=CCN1C(=O)/C(=C/c2ccsc2)SC1=S
 : 3%, 3%, 4%
Cn1c(=O)c2c(=O)cc(NNC(=O)CC#N)[nH]c2n(C)c1=O
 : 0%, ?, ?
CCOCc1nnc(NC(=O)CCS(=O)(=O)Cc2ccccc2)s1
 : -6%, 18µM*, 9.2µM*
CCC(=O)N1CCc2cc(S(=O)(=O)CCC(=O)N3CCN(c4ccc(C(C)=O)cc4)CC3)ccc21
 : 3%&2%, 7.3µM*, 18µM*
O=C(c1cnn2c(C(F)(F)F)cc(-c3ccco3)nc12)N1CCc2ccccc2C1
 : 3%, ?, ?
CN1CCN(c2ccc(NC(=O)COc3ccccc3)cc2Cl)CC1
 : 2%, ?, -20%
COc1ccc(OC)c(NC(=O)CSc2nnc(-c3ccco3)n2-c2ccccc2)c1
 : 10%, ?, 21µM*
Cc1nc2sc(C(c3ccccc3)N3CC(C)OC(C)C3)c(O)n2n1 (configuration not stated)
 : 2%, 19%, 0%
O=[N+]([O-])c1cc2c(cc1/C=N\NS(=O)(=O)c1ccccc1)OCO2
 : 3%, ?, 9.2µM*
Clc1ccc(Oc2cnns2)c(Cl)c1
 : -12%, ?, -12%
COC(=O)c1nn(-c2cccc(C(F)(F)F)c2)c(=O)cc1Sc1ccccn1
 : 4%, 7%, 3%
Cc1ccc(-c2csc3ncn(/N=C/N(C)C)c(=O)c23)o1
 : -5%, -3%, 3%
O=C(CNC(=O)c1cnccn1)Nc1ccc(F)c(F)c1F
 : -6%, -2%, -22%
Cc1cc(=S)n(-c2ccccc2)n1C
 : 5%, -9%, -18%
Cc1ccc(S(=O)(=O)N2CCN(C(=O)CCC(=O)NC3CCCc4ccccc43)CC2)cc1 (configuration not stated)
 : 5%, -21%, -2%
C=CCn1c(N2C(=O)CC(Cc3ccccc3)C2=O)nc2ccccc21 (configuration not stated)
 : 8%, 14%, -10%
CN(C)CCN(C(=O)c1ccco1)c1nc2c(F)cc(F)cc2s1
 : -1%, ?, ?
Cc1cc(=O)[nH]c(SCC(=O)OCc2ccccc2)c1C#N
 : 5%, -22%, -38%
Cc1ccccc1S(=O)(=O)N(C)C[C@H]1OCc2cn(nn2)CCCC(=O)N([C@H](C)CO)C[C@@H]1C
 : nt, -15%, -5%
CCCCOc1ccc(/C=N/NC(=S)Nc2cccc(C)c2C)cc1
 : 7%, ?, ?
COc1ccccc1-c1cc(C(F)(F)F)nc(NCc2cccs2)n1
 : -8%, ?, ?
CCCCN1C(=O)C(CC(=O)NCCN2CCOCC2)CC(C(=O)N(CC)CC)=C1C (configuration not stated)
 : nt, -14%, 6%
O=C(Nc1ccc(Cl)c(Cl)c1)c1csc(-c2ccccc2)n1
 : 4%, ?, ?
Cc1cccc(NS(=O)(=O)c2cccc(C(=O)N3CCN(S(=O)(=O)c4ccccc4)CC3)c2)c1
 : nt, ?, ?
O=C(c1cccc(C(F)(F)F)c1)N1CCC(O)(CS(=O)(=O)Cc2ccc(Cl)cc2)CC1
 : 2%, -17%, -29%
CCc1oc(C(=O)O)cc1COC
 : 56µM*, 5%, -1%
Cc1cc(C)n(C(=O)c2ccc([N+](=O)[O-])cc2Cl)n1
 : nt, 2%, 3%
CNc1nc(C)c(C(C)=O)cc1C#N
 : -5%, 2%, -2%
O=C(O)CNC(=O)c1ccc(NS(=O)(=O)c2ccc3ccccc3c2)cc1
 : 3%[0.0935 µM], -16%, 0%
CC(C)C(NS(C)(=O)=O)c1nnc2n1CCN(Cc1ccc(Cl)cc1)CC2 (configuration not stated)
 : nt, ?, 3%[9.04 µM]
Cc1cc(F)ccc1NC(=O)CCS(=O)(=O)c1cccc2nsnc12
 : 9%, 6%, -22%

One compound at a time, from the list above:
O=C(O)CNC(=O)c1ccc(NS(=O)(=O)c2ccc3ccccc3c2)cc1 in the list: TDP1 block = 3%[0.0935 µM]; TDP1 cell noCPT = -16%; TDP1 cell CPT = 0%
O=C(Nc1ccc(Cl)c(Cl)c1)c1csc(-c2ccccc2)n1 in the list: TDP1 block = 4%; TDP1 cell noCPT = ?; TDP1 cell CPT = ?

New compounds follow
Order of results – TDP1 block, TDP1 cell noCPT, TDP1 cell CPT
C[C@@H]1CN([C@H](C)CO)C(=O)c2c(c3ccccc3n2C)-c2ccccc2CO[C@H]1CN(C)Cc1cccc(C(=O)O)c1
 : nt, -16%, -20%
CNS(=O)(=O)c1cccc(C(=O)OCC(=O)c2c(N)n(Cc3ccccc3)c(=O)n(C)c2=O)c1
 : nt, ?, 15µM*
CCCCN(C=O)c1c(CC)nc2c(OCC3CCCCC3)cccn12
 : nt, 9.2µM*, 21µM*
O=C(COC(=O)/C=C/c1ccc(F)cc1)NCc1ccc2c(c1)OCO2
 : -1%, -3%, -6%
CCOC(=O)C1(Cc2ccccc2C)CCCN(C(=O)CCn2nccc2C)C1 (configuration not stated)
 : -3%, 13µM*, ?
COc1cc(NC(=O)NCCc2c(C)nn(C)c2C)cc(OC)c1OC
 : 1%, -1%, 1%
CCOC(=O)Cn1nc(N2CCN(c3ccc(F)cc3)CC2)ccc1=O
 : 2%, ?, -15%
CC1CN(C(=O)N2CCC(C(=O)NC3CCCCCC3)CC2)c2ccccc2O1 (configuration not stated)
 : 0%, ?, ?
CC(C)CN(C(=O)C1CCCC1)C1CCS(=O)(=O)C1 (configuration not stated)
 : nt, 5%, 9%
CCN(CC)S(=O)(=O)c1cc(NC(=O)C(=O)c2c(-c3ccccc3)cc3ccccn23)ccc1C
 : 6%, 23µM*, 21µM*

Sorted by formula weight (ascending): some entries from above
Order of results – TDP1 block, TDP1 cell noCPT, TDP1 cell CPT
CCOC(=O)Cn1nc(N2CCN(c3ccc(F)cc3)CC2)ccc1=O
 : 2%, ?, -15%
COc1cc(NC(=O)NCCc2c(C)nn(C)c2C)cc(OC)c1OC
 : 1%, -1%, 1%
CCOC(=O)C1(Cc2ccccc2C)CCCN(C(=O)CCn2nccc2C)C1 (configuration not stated)
 : -3%, 13µM*, ?
C[C@@H]1CN([C@H](C)CO)C(=O)c2c(c3ccccc3n2C)-c2ccccc2CO[C@H]1CN(C)Cc1cccc(C(=O)O)c1
 : nt, -16%, -20%
